Assay outcomes deposited in PubChem by National Center for Advancing Translational Sciences (NCATS).
TDP1 cell noCPT – qHTS for Inhibitors of human tyrosyl-DNA phosphodiesterase 1 (TDP1): qHTS in cells in absence of CPT; DT40 Tdp1-/- hTDP1 cells, no CPT, ATP luminescence, 48 h; 15% of 420,000 active; Potency, µM (highest dose often 46.2 µM), without a hit: at the highest dose activity change, negative = growth inhibition, hits mostly inhibitors; AID 686978, 2013; further: nearly all actives have a fitted effect of over 55% in size
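Growth kinetics read by CellTiter-Glo luminescence after ≥48 hr at 37 °C. Cells: DT40 Tdp1-/- stably carrying human TDP1, 400 per well, compound exposure in the absence of CPT (DMSO vehicle).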
KAT2A inh – GCN5L2 (KAT2A) acetyltransferase inhibition; Potency, µM (top dose mostly 58.9 µM), for inactives: top-dose activity change, negative = inhibition, hits mostly inhibitors; GCN5L2 HAT assay, ThioGlo1 CoA-SH fluorescence; Q92830; 0.21% of 390,000 active; AID 504327
Target sequence (Q92830 whole entry, looked up): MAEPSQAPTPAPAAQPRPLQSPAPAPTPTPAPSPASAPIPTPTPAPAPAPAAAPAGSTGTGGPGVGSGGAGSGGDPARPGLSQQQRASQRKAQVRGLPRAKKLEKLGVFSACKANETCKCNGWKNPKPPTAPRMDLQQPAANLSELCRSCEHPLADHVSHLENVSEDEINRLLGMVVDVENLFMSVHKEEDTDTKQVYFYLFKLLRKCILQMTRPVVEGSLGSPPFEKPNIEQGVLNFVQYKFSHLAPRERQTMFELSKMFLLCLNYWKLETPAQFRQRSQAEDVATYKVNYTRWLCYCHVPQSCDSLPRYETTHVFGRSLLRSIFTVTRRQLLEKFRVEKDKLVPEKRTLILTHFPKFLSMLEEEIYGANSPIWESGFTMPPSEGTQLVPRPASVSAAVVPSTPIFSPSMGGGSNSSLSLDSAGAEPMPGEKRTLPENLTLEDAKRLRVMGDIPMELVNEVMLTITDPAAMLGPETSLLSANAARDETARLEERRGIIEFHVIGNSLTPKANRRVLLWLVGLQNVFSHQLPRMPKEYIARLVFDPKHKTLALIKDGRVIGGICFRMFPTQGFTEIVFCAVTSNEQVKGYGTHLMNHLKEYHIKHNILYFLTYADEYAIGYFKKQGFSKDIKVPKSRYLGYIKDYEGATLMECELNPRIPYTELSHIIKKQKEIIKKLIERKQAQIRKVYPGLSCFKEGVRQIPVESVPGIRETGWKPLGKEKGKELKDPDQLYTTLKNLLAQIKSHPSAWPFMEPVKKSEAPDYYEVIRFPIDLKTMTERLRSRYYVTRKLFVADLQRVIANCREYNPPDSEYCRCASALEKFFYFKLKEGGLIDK
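Preincubate 20nM GCN5L2 with compound 15 min, RT → add 50uM ThioGlo1 + 75uM H3(1-25) + 70uM acetyl-CoA → read fluorescence 0 and 20 min. Primary qHTS; fluorescent artifacts likely.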
TDP1 cell CPT – DT40-hTDP1 cell growth loss with CPT | chicken DT40 Tdp1-/-;hTDP1 cells + 20 nM CPT, ATP luminescence, 48 h | Potency, µM (top dose mostly 46.2 µM), for the others: at the highest dose activity change, negative = growth inhibition, usual class: inhibitors | 12% of 420,000 active | AID 686979; further: nearly all actives have a fitted effect of over 55% in size
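Chicken DT40 Tdp1-/- cells complemented with human TDP1, 400 cells/well, exposed to compounds plus 20 nM camptothecin for at least 48 h at 37 C; viability read as ATP content by CellTiter-Glo luminescence.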
* marks the source's active call; other numbers are inactive results; ? = inconclusive; . = not tested or not shown; & = joins results of further samples. The call rests on the fitted dose curve; in most records, active means well fitted curve in the direction sought with a large enough effect; inconclusive means small, poorly fitted or top-dose-only effect, or another doubt; inactive means no such curve, though single readings can be large; an effect the other way counts as inactive or inconclusive. On the % scale 0 is the no-effect control and ±100 the full control effect; potency means the concentration at half of the fitted maximal effect. An unsorted share of the library (roughly 18% active in at least one column).

#	mol	TDP1 cell noCPT	KAT2A inh	TDP1 cell CPT
1	C=C(CN(C)C)C(=O)c1ccc(C)cc1C	0.58µM*	.	0.52µM*
2	CC(C)NC(=O)Cn1cc(S(=O)(=O)N2CCCC2)c(S(=O)(=O)N2CCCC2)c1	16%	-4%	12%
3	Cc1cc(NC(=O)/C(C#N)=C/c2ccc(-c3cccc(C(F)(F)F)c3)o2)n(-c2ccccc2)n1	?	-1%	-26%
4	Cc1cn([C@H]2C[C@H](O)[C@@H](/C=C/C(=O)NCCN3CCCCC3)O2)c(=O)[nH]c1=O	16%	.	14%
5	COc1ccc(C)cc1NC(=O)c1cc(S(=O)(=O)N2CCN(c3cccc(C)c3C)CC2)ccc1F	-28%	-3%	-21%
6	Cc1cc(NC(=O)c2ccc(Cl)cc2)c(C)cc1O	0%	-1%	10%
7	CCCCCNC(=O)CCn1c(=O)oc2ccccc21	-5%	-5%	-14%
8	COc1ccc(S(=O)(=O)NNC(=S)NCCc2ccccc2)c(OC)c1	-5%	1%	3%
9	CC1CCCCC12NC(=O)N(CC(=O)c1ccc[nH]1)C2=O (stereo not given)	-28%	-10%	-12%
10	Cc1ccccc1Cc1c(C)nc2c(C(=O)N3CCN(Cc4ccc5c(c4)OCO5)CC3)cnn2c1C	18µM*	.	?
11	O=C(/C=C/c1ccccc1)NC(=S)N1CCSCC1	-6%	-5%	13%
12	COC(=O)c1ccc(CNC(=O)CN2C(=O)NC(Cc3ccccc3)(c3ccccc3)C2=O)cc1 (stereo not given)	?	.	?

Retrieved by compound from above (7):
#	mol	TDP1 cell noCPT	KAT2A inh	TDP1 cell CPT
7	CCCCCNC(=O)CCn1c(=O)oc2ccccc21	-5%	-5%	-14%
5	COc1ccc(C)cc1NC(=O)c1cc(S(=O)(=O)N2CCN(c3cccc(C)c3C)CC2)ccc1F	-28%	-3%	-21%
6	Cc1cc(NC(=O)c2ccc(Cl)cc2)c(C)cc1O	0%	-1%	10%
3	Cc1cc(NC(=O)/C(C#N)=C/c2ccc(-c3cccc(C(F)(F)F)c3)o2)n(-c2ccccc2)n1	?	-1%	-26%
11	O=C(/C=C/c1ccccc1)NC(=S)N1CCSCC1	-6%	-5%	13%
1	C=C(CN(C)C)C(=O)c1ccc(C)cc1C	0.58µM*	.	0.52µM*
2	CC(C)NC(=O)Cn1cc(S(=O)(=O)N2CCCC2)c(S(=O)(=O)N2CCCC2)c1	16%	-4%	12%

Additional structures
#	mol	TDP1 cell noCPT	KAT2A inh	TDP1 cell CPT
13	CCOc1ccc(CNC(=O)Cn2c(=O)c3cccn3c3ccc(F)cc32)cc1	-12%	0%	-3%
14	CCCC(=O)Nc1nc2ccc(S(=O)(=O)N3CCCCC3)cc2s1	1.3µM*	-3%	1.3µM*
15	O=c1[nH]c(Cc2ccc(F)cc2)nc2scc(-c3ccc(F)cc3)c12	26µM*	-9%	13µM*
16	CCOC(=O)c1[nH]c2ccc(OC)cc2c1NC(=S)N1CCN(c2ccccc2)CC1	?	0%	-23%
17	Cc1cccc(-c2nnc3n2N=C(c2ccccc2Br)CS3)c1	21µM*	-8%	21µM*
18	CC(=O)NC(Cc1ccc(F)c(F)c1)C(=O)NC1CCN(C(=O)c2ccc(Cl)cc2)CC1 (stereo not given)	-12%	-24%	-1%
19	CC(=O)N1CCOc2cc(S(=O)(=O)NC(C)c3ccccc3)c(Cl)cc21 (stereo not given)	-26%	-20%&-11%	-27%
20	CC1CCN(C(=O)CSC2=NS(=O)(=O)c3cc(F)ccc3N2)CC1	-11%	-6%	-1%
21	O=C(Cn1cnc2c(oc3ccccc32)c1=O)NCc1ccco1	-15%	21%	6%
22	CCOC(=O)c1c(NC(=O)c2cc3nc(-c4ccc(OC)cc4)cc(C(F)(F)F)n3n2)sc2c1CCC(C)C2 (stereo not given)	?	11%	-4%
23	Cc1ccc2cc(C3CC(c4ccco4)=NN3C(=O)CCCC(=O)O)c(Cl)nc2c1 (stereo not given)	?	-16%	?
24	CCOC(=O)Cn1c(=NC(=O)c2cc(-c3cccs3)nc3ccccc23)sc2cc(S(N)(=O)=O)ccc21	16µM*	-14%	23µM*

(next part)
#	mol	TDP1 cell noCPT	KAT2A inh	TDP1 cell CPT
25	CC(OC(=O)c1cccc(-n2cnnn2)c1)C(=O)N(C)c1ccccc1 (stereo not given)	16%	-3%	-11%
26	Cc1ccccc1CSc1nc2ccsc2c(=O)n1CCC(C)C	?	-10%	?
27	Nc1cc(=O)nc(SCC(=O)Nc2ccccc2)n1-c1ccccc1	-3%	-5%	6%
28	O=C(CN1CCN(c2cccc(C(F)(F)F)c2)CC1)NCc1ccccc1	?	-13%	-9%
29	COc1ccccc1N1CCN(c2ccc3cc(S(=O)(=O)N4CCCCC4)ccc3n2)CC1	7.3µM*	?	13µM*
30	O=C(O)CCCn1cc(NC(=O)c2ccc(Br)o2)cn1	-19%	1%	2%
31	CCOC(=O)C1=C(COC(=O)CNC(=O)c2ccc(C(C)(C)C)cc2)NC(=O)NC1C (stereo not given)	6%	-1%	-6%
32	COc1ccc(OC)c(S(=O)(=O)N2CCC(C(=O)N3CCc4ccccc4C3)CC2)c1	23µM*	?	?
33	Nc1c(-c2ccccn2)cnn1-c1nc(-c2ccc(F)cc2)cs1	-26%	-10%	?
34	Nc1ccc2oc3ccccc3c2c1	?	13%	1%
35	CC(C)(C)c1ccc(C(=O)Nc2cccc(C(=O)N3CCOCC3)c2)cc1	?	-29%	15µM*
36	Cc1ccccc1C(=O)NNC1CC(=O)N(c2ccc3c(c2)OCCO3)C1=O (stereo not given)	1%	2%	0%

Carrying on:
#	mol	TDP1 cell noCPT	KAT2A inh	TDP1 cell CPT
37	Cc1c(-c2nc(-c3ccc4c(c3)OCO4)no2)nnn1-c1ccc(Br)cc1F	?	-2%	?
38	CCOC(=O)CCc1c(C)c(C#N)c2[nH]c3ccccc3n2c1=O	?	-10%	-21%
39	COc1ccc(C2=NS(=O)(=O)N(C)C(C(=O)Nc3cc(OC)c(OC)c(OC)c3)=C2)cc1	15µM*	-15%	12µM*
40	COc1ccc(N2CCN(C(CNS(=O)(=O)c3ccc(OC)c(C)c3)c3ccco3)CC2)cc1 (stereo not given)	23µM*	-11%	?
41	CC(NS(=O)(=O)c1ccccc1)C1CC2CCC1C2 (stereo not given)	-21%	.	-24%
42	O=C(COc1ccccc1)Nc1ccc2nc(SCC(=O)N3CCc4ccccc43)sc2c1	?	-9%	?
43	CN1CCN(S(=O)(=O)c2ccc(Cl)c3ccccc23)CC1	1%	-2%	-11%
44	COc1ccc(N(Cc2nnc3n2CCCCC3)C(=O)Nc2ccc(Cl)cc2)cc1Cl	-8%	-7%	6%
45	COc1ccc(CCNc2cc(N3CCN(C(=O)c4ccccc4F)CC3)ccc2[N+](=O)[O-])cc1OC	5.2µM*	-10%	4.6µM*
46	CCc1ccc(N(C(C)=O)c2nc(CCl)cs2)cc1	10µM*	-4%	-10%
47	COCc1nnc(NC(=O)c2ccc(S(=O)(=O)N(C)C3CCCCC3)cc2)o1	?	-18%	?
48	O=C(CNC(=O)c1ccncc1)N/N=C/c1cc(Br)ccc1OCc1ccccc1	?	-3%	?

Results in sequence from the list.
TDP1 cell CPT for nos. 39–46: 12µM*, ?, -24%, ?, -11%, 6%, 4.6µM*, -10%
TDP1 cell noCPT for nos. 39–46: 15µM*, 23µM*, -21%, ?, 1%, -8%, 5.2µM*, 10µM*

(more compounds)
#	mol	TDP1 cell noCPT	KAT2A inh	TDP1 cell CPT
49	Cc1[nH]nc2c1C(c1ccccc1F)NC2=O (stereo not given)	-1%	-7%	8%
50	COc1ccccc1N=C(C)C1=C(O)CC(c2ccccc2)CC1=O (stereo not given)	0.82µM*	-4%	0.52µM*
51	CCCNC(=O)C1(C)CCCN(C(=O)c2sccc2C)C1 (stereo not given)	7%	.	-5%
52	S=c1nc(COc2ccccc2)[nH]c2ccccc12	?	1%	?
53	Cc1cccc(NC(=O)CSCC(=O)N(CCC(C)C)c2c(N)n(Cc3ccccc3)c(=O)[nH]c2=O)c1	-17%	2%	8%
54	Cc1nn(CC(=O)N2CCC(C)CC2)c(=O)c2cc3occc3n12	-4%	-9%	-12%
55	COc1ccc(COC(=O)NNC(=O)c2ccc(OC)cc2)cc1	-11%	1%	?
56	CCCCOc1ccc(-c2nnn(C(C)(C)C(=O)OC)n2)cc1	-22%	-4%	-9%
57	COC(=O)c1c(NC(=O)CN2CCC3(O)CCCCC3C2c2ccccc2OC)sc(C)c1C (stereo not given)	?	-12%	-3%
58	O=C(NC1CCCCC1)c1cc(Nc2ccccc2)nc2ccccc12	?	0%	-20%
59	Cc1ccc(S(=O)(=O)N2CCN(C(=O)COC(=O)/C=C/c3cccc(Cl)c3)CC2)c(C)c1	23µM*	.	?
60	C=CCNC(=O)C1CC(=O)N(c2ccc(C)cc2)C1 (stereo not given)	19%	-8%	1%

New compounds follow.
#	mol	TDP1 cell noCPT	KAT2A inh	TDP1 cell CPT
61	CCCCNC(=O)NS(=O)(=O)c1ccc(NC(=O)C(NC(N)=O)C(C)CC)cc1 (stereo not given)	-18%	-10%	-4%
62	CN(c1ncnc2c1c(-c1ccccc1)cn2-c1ccc(F)cc1)C1CCCCC1	23µM*	-2%	?
63	Cc1cc(C)c(S(=O)(=O)Nc2ccccc2)c(C)c1	?	.	?
64	CN1CCN(c2ccc(CNC(=O)C3Cc4c(-c5ccc(Cl)cc5)ccnc4O3)cc2)CC1 (stereo not given)	16µM*	.	?
65	COC(=O)C1CN(C(=O)COc2cc(C)cc(C)c2)c2ccccc2O1 (stereo not given)	2%	-10%	-3%
66	CCC/S(CC1CC1(Cl)Cl)=N\S(=O)(=O)c1ccc(C)cc1 (stereo not given)	-28%	-10%	-12%
67	Cc1ccc2c(c1)N(CC(=O)NCCCc1ccccc1)C(=O)c1cccnc1O2	?	40µM*	?
68	CCCn1c(-c2cc(OC)c(OC)c(OC)c2)nc2nc3ccccc3nc21	0%	-13%	-1%
69	Cc1ccc(CN(C(=O)c2ccc(OCC(C)C)cc2)c2ccccn2)o1	?	-18%	?
70	COc1ccc(CNc2cc(-c3ccoc3)ncn2)c(OC)c1	?	-20%	?
71	CCCn1c(C(C)Nc2nc(-c3ccc(Cl)c([N+](=O)[O-])c3)cs2)nc2cc(Cl)c(N3CCCCC3)cc21 (stereo not given)	?	-14%	?
72	O=S1(=O)CCOC[C@H](Cc2ccccc2)N1Cc1ccc(Cl)cc1	?	.	?

(list continues)
#	mol	TDP1 cell noCPT	KAT2A inh	TDP1 cell CPT
73	O=C(Cc1cccs1)Nc1ccccc1C(=O)O	-18%	-5%	-1%
74	COc1ccc(N(Cc2cc3cccc(C)c3[nH]c2=O)S(=O)(=O)c2ccc(Cl)cc2)cc1	23µM*	-7%	?
75	O=[N+]([O-])c1ccc(Oc2cc(NC3CCCCCCC3)c([N+](=O)[O-])cc2[N+](=O)[O-])cc1	-19%	-6%	?
76	O=C(c1ccc(Br)s1)N1CCN(C/C=C/c2ccccc2)CC1	?	-10%	?
77	N#Cc1cccc(-c2nc3cnc(N4CCOCC4)nc3n(Cc3ccc(F)cc3)c2=O)c1	22%	-4%	12%
78	O=C(c1ccccc1)c1cnc[nH]1	-4%	-2%	-2%
79	CCc1cccc2sc(NC(=O)C3CC3)nc12	?	-13%	?
80	Cc1cc(-c2ccc(C)c(S(=O)(=O)Nc3cc(C)on3)c2)on1	3%	-4%	-3%
81	CCNc1nc(NCC)n2c(SCC(=O)Nc3ccc(C(F)(F)F)cc3[N+](=O)[O-])nnc2n1	-4%	0%	2%
82	O=C(c1ccc(Cn2cc([N+](=O)[O-])cn2)o1)N1N=C(C(F)F)CC1(O)C(F)F (stereo not given)	-6%	0%	2%
83	O=C(NCc1cccc(Cl)c1)c1ccc2c(c1)OCCO2	-28%	-8%	-8%
84	CCOc1ccc(NC(=O)C2CCCN(C)C2)cc1 (stereo not given)	21%	-15%	-7%

(continued)
#	mol	TDP1 cell noCPT	KAT2A inh	TDP1 cell CPT
85	COc1ccc(C(C)=NOC(=O)c2c(-c3ccccc3Cl)noc2C)cc1CN1CCOCC1	7.3µM*	.	?
86	COc1ccc(/C=C/C(=O)N2CC(C)OC(C)C2)cc1OC (stereo not given)	-12%	-1%	2%
87	CN(C)CCOC(=O)CCCCCCCCC(=O)OCCN(C)C	-3%	-2%	1%
88	O=C(CN1C(=O)C2C3C=CC(C3)C2C1=O)OCC(=O)c1ccc(Br)cc1 (stereo not given)	3%	1%	?
89	CN(CC(=O)Nc1ccc(Cl)c(C(F)(F)F)c1)C(=O)c1cccc2cccnc12	23µM*	-4%	?
90	Cc1cc(C)n(-c2ccc(NC(=O)C3CCCCN3C(=O)c3ccoc3)cc2)n1 (stereo not given)	-10%	2%	-19%
91	C[n+]1cccc(O)c1SCc1ccccc1	4.6µM*	-3%	5.2µM*
92	C=CCn1c(SCc2c(C)noc2C)nc2cc(C(=O)O)ccc2c1=O	?	-3%	?
